# Tb PGK inh – T. brucei PGK inhibition; P07378; PGK/GAPDH coupled, Kinase-Glo luminescence, 60 min; Potency, µM (top dose mostly 57.5 µM), for the others: at the highest dose activity change, negative = inhibition, actives largely listed as inhibitors; 0.043% of 380,000 active; note: % is set by controls: 0 for no effect and ±100 for the full control effect; nearly all actives have a fitted effect of over 60% in size
#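 Luminescent ATP detection (Kinase-Glo Plus) follows a 60-minute room-temperature incubation, with wells lacking PGK as controls. Buffer: 100 mM TEA (pH 7.6), 5 mM MgCl2, 0.01% Tween-20. Coupling enzyme GAPDH (100 nM final) supplies unstable 1,3-BPG in-well.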
# GLS inh – inhibitors of human glutaminase (GLS). AID 624170. Potency, µM (series often up to 45.5 µM), inactives show at the highest dose activity change, negative = inhibition, usual class: inhibitors. GLS enzymatic activity, qHTS titration. 0.21% of 410,000 active; note: % is set by controls: 0 for no effect and ±100 for the full control effect
#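 hKGA in 45 mM KH2PO4 pH 8.2, 0.02% Tween-20 with pin-transferred compounds; 1 mM L-glutamine (stock) plus glutamate oxidase/HRP/Amplex Red coupling added. Fluorescence read initially and after 30 min at RT.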
# BLM helicase inh – blocks DNA unwinding by human BLM helicase | P54132 | recombinant BLM DNA unwinding, fluorescence dequenching | Potency, µM (series often up to 56.1 µM), for inactives: top-dose activity change, negative = inhibition, actives largely listed as inhibitors | 0.2% of 350,000 active;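 note: plate controls were vehicle for no effect and no enzyme for full effect; nearly all actives have a fitted effect of over 35% in size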
# G9a inh – blocks human histone lysine methyltransferase G9a | Q96KQ7 | G9a H3K9 monomethylation, AlphaScreen, 2 h | Potency, µM (doses to about 102 µM), inactives show at the top dose activity, negative = inhibition, most hits filed as inhibitors | 8.8% of 350,000 active | AID 504332; note: % is set by controls: 0 for no effect and ±100 for the full control effect; nearly all actives have a fitted effect of over 75% in size
#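 Signal arises when biotinylated H3K9 peptide, once monomethylated, bridges streptavidin donor and antibody-captured acceptor beads. Enzyme at 20 nM was preincubated 15 min with test compounds; peptide 500 nM and SAM 20 uM then reacted for 2 h.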
# Pin1 inh – blocks the human prolyl isomerase Pin1. AID 504891. 0.009% of 390,000 active. Potency, µM (doses to about 115 µM), inactives show at the top dose activity, negative = inhibition, usual class: inhibitors. Q13526. Pin1 FP peptide displacement, HiFluor488, 10 min; active = well fitted inhibition curve with a large enough effect in the polarisation, with a control signal flat, not every such curve was filed as active; inconclusive = small, poorly fitted or top-dose-only effect, or effect the other way, or a change in a side signal; inactive = no such curve, though single readings can be large or run the other way; the % refers to the polarisation; note: % is set by controls: 0 for no effect and ±100 for the full control effect
# HP1b chromo inh – blocks HP1-beta chromodomain binding to methylated histone tails. P83916. AlphaScreen HP1-beta / biotin-H3K9me3 peptide binding. Potency, µM (titrated, usually from 114 µM), without a hit: at the top dose activity change, negative = inhibition, hits mostly inhibitors. 0.56% of 390,000 active. AID 540317; note: nearly all actives have a fitted effect of over 70% in size; inactives centre near 23
# Target sequence (P83916 whole entry, looked up): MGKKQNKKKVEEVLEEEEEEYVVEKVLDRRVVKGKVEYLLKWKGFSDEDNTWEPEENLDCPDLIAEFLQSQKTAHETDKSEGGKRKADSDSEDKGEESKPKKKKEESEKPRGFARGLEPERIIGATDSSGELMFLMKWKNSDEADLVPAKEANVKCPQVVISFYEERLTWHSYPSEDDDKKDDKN
#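 Compound inhibition of the preformed complex between 50 nM HP1-beta and 50 nM biotinylated H3K9me3 peptide was read by AlphaScreen. Buffer was PBS pH 7.4 with 0.01% Tween-20. Incubations ran 30 min at room temperature, with 10 ug/mL donor/acceptor beads.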
# JMJD2A Tudor – inhibitors of human JMJD2A Tudor domain; 4.4% of 390,000 active; Potency, µM (highest dose often 114 µM), for inactives: at the top dose activity change, negative = inhibition, usual class: inhibitors; AID 504339; AlphaScreen JMJD2A-Tudor / H3K4me3 peptide binding; note: % is set by controls: 0 for no effect and ±100 for the full control effect; nearly all actives have a fitted effect of over 50% in size
# BAZ2B block – inhibitors of human BAZ2B bromodomain; Potency, µM (highest dose often 114 µM), inactives show at the highest dose activity change, negative = inhibition, most hits filed as inhibitors; 4.4% of 360,000 active; AlphaScreen BAZ2B-H3K14Ac peptide displacement; note: % is set by controls: 0 for no effect and ±100 for the full control effect; nearly all actives have a fitted effect of over 60% in size
#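 AlphaScreen luminescence quantifies BAZ2B engagement of H3K14Ac peptide; the protein and biotinylated peptide are both at 50 nM final, buffer PBS pH 7.4 with 0.01% Tween-20, all steps at room temperature.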
# POLI inh – blocks human DNA polymerase iota activity; Pol iota fluorescent replication assay, 10 min; Potency, µM (series often up to 115 µM), for the others: at the top dose activity, negative = inhibition, most hits filed as inhibitors; AID 588590; 1% of 390,000 active
# Target sequence (Q9UNA4 whole entry, looked up): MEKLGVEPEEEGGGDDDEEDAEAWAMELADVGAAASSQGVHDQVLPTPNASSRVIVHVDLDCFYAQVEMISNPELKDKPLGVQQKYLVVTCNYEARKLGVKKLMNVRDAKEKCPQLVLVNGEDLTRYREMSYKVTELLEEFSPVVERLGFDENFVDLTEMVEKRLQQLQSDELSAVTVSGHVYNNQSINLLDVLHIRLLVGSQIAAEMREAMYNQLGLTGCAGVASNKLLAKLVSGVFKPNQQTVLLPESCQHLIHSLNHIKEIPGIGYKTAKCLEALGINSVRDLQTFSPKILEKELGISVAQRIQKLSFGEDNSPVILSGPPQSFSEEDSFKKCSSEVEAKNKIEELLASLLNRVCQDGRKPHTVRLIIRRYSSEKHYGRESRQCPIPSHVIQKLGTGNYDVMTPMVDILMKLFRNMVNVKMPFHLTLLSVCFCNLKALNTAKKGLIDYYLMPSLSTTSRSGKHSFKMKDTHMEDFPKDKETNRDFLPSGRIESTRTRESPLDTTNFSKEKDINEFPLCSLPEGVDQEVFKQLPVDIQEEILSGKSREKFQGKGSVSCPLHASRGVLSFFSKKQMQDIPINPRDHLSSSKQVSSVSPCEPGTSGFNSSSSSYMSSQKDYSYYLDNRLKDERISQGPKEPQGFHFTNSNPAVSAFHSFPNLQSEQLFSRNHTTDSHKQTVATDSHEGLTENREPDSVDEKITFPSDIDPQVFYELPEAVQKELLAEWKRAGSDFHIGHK
#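 Fluorescent replication assay read twice, at 0 min and 10 min after adding 50 nM (final) substrate. Enzyme (10 nM) and compounds were first incubated 15 min at room temperature; enzyme-free buffer wells were negative controls.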
# * hit, by the source's call; i = inactive; ? = inconclusive; nt = no result given; [ ] = remark or other dose. Unless noted, calls come from the whole dose curve; as a rule, active = well fitted curve in the direction sought with a large enough effect; inconclusive = small, poorly fitted or top-dose-only effect, or another doubt; inactive = no such curve, though single readings can be large; an effect the other way counts as inactive or inconclusive. Potency is the fitted concentration of half-maximal effect. Only part of the results is shown, so the mix of outcomes need not match the whole.
SMILES,Tb PGK inh,GLS inh,BLM helicase inh,G9a inh,Pin1 inh,HP1b chromo inh,JMJD2A Tudor,BAZ2B block,POLI inh
CCCCN1/C(=C/c2ccc3ccccc3[n+]2CC)Sc2ccccc21,-11.7%,-10.8%,84.6%[activator],31.6µM*,46.2%[activator],-7.3%,31.6µM*,?,5.2%
O=[N+]([O-])c1cccc(-c2cn(-c3ccccc3)c(=S)[nH]2)c1,i,-11.0%,-8.0%,1.58µM*,-4.2%,25.7%,-28.3%,0.5%,-8.0%
CCC(=O)N(CCC(c1ccccc1)c1ccco1)Cc1cccs1 (centres undefined),-10.2%,-12.5%,-7.2%,30.1%[0.501 µM],11.2%,31.2%,1.3%,?,1.3%
COc1cccc(C(=O)CSc2nc3ccccc3n2CC(=O)N2CCOCC2)c1,-2.8%,-2.3%,2.3%,-18.1%,-1.3%,28.2%,-7.6%,3.5%,-7.7%[58.9 µM]
COCCN(Cc1cc2cc3c(cc2nc1Cl)OCO3)C(=O)c1ccc(C)cc1,0.2%,-3.5%,-14.8%,-24.1%,-1.0%,16.3%,-7.4%,10µM*,-7.8%
CCS(=O)(=O)CCSc1nc(C)cc(C)n1,0.2%,-4.6%,-12.2%,18.8%[59 µM],0.9%,37.9%[activator],-10.5%,-5.2%,?
O=C(COC(=O)c1ccc(O)cc1O)NNC(=O)c1cccs1,0.2%,0.2%,nt,?,-2.5%,38.9%,-5.0%,12.3%,28.5%
CC1CC(C)CN(C(=S)Nc2ccc(SC(F)F)cc2)C1 (centres undefined),-17.5%,0.9%,-3.9%,23.5%[59 µM],1.3%,35.4%,-12.3%,-34.3%,20.0%
CCCCc1nnc(NC(=O)CSc2nc(=O)cc(N)n2-c2cccc(C)c2)s1,6.3%,0.0%,-12.9%,5.7%[59 µM],4.2%,13.0%,-7.4%,0.6%,8.1%
O=C(Nc1cccc(NC(=O)c2ccco2)c1)c1ccc2c(c1)OCCO2,-3.5%,7.0%,-0.6%,0.1%,7.9%,15.1%,-23.6%,-18.0%,3.0%
CCOC(=O)N1CCc2c(sc3c2c(=O)n(Cc2ccccc2)c(=O)n3Cc2cccc(Cl)c2)C1,i,-4.2%,-7.5%,-31.7%[59 µM],0.3%,24.6%,-9.3%,-28.6%,16.0%
O=C(Cc1c(F)cccc1Cl)Nc1ccccc1-c1ccccc1,3.3%,1.6%,-2.8%,-10.4%,-3.7%,22.5%,-4.1%,-4.9%,-12.1%
Brc1ccc(CN2CCc3nc(Nc4ccccc4)ncc3C2)s1,i,1.9%,-6.4%,?,4.9%,25.7%,?,-34.7%,?
COCCCNC(=O)Cn1cnc2sc(C)c(S(=O)(=O)N3CCN(c4ncccn4)CC3)c2c1=O,-1.5%,15.9%,1.0%,8.8%,0.7%,7.2%,-11.8%,4.6%,12.0%
[O-]/[N+](=C\c1ccc(OC(F)F)cc1)c1ccccc1,i,0.8%,-2.1%,50.1µM*,0.7%,56.3%,-2.2%,-7.1%,-2.7%
O=C(CSc1nnc(CN2CCOCC2)n1-c1ccc(Cl)cc1)Nc1ccc2c(c1)OCO2,7.0%,-1.2%,-3.0%,?,-2.9%,11.7%,-20.9%,-3.3%,1.0%[58.9 µM]
COc1ccccc1N1CCN(C(=O)c2cc(-c3ccc(Br)cc3)on2)CC1,3.2%,-1.8%,-9.8%,?,3.8%,29.0%,-17.0%,-0.6%,-3.1%
Cc1ccccc1CNC(=O)c1ccc(CS(=O)Cc2ccc(Cl)cc2)o1 (centres undefined),i,-2.8%,-7.4%,-29.0%[59 µM],1.7%,4.8%,-17.9%,-23.3%,20.6%
CCC(C)(C(=O)NC1CCCC1)N(Cc1ccco1)C(=O)Cc1cccs1 (centres undefined),-9.2%,2.0%,-1.9%,1.8%,-1.4%,35.1%[activator],-20.0%,-1.2%,11.7%
COCCCN(C(=O)c1cc2c(s1)CCC2)c1c(N)n(Cc2ccccc2)c(=O)[nH]c1=O,-6.8%,-1.5%,?,-41.7%,?,0.9%,-26.9%,?,31.6µM*
O=c1cc(C(F)(F)F)[nH]c2ccc(C(F)(F)F)cc12,-7.6%,1.7%,-2.1%,5.6%,-2.9%,30.1%,-18.7%,-1.8%,56.7%[activator]
Cc1cc(NC(=O)c2ccc3c(c2)C(=O)N(C)C3=O)no1,-7.1%,-1.6%,-0.2%,-12.9%[59 µM],1.9%,25.0%,-2.0%,-1.4%,33.1%[activator]
COc1ccccc1-n1ccnc(SCC(=O)NCCc2ccccc2)c1=O,-10.4%,2.4%,nt,-42.0%[2.33 µM],-6.5%,42.0%[activator],-16.2%,5.0%,4.3%
CCc1ccc2nc(N(CCCN(C)C)C(=O)c3ccc(S(=O)(=O)N4CCCc5ccccc54)cc3)sc2c1,-5.0%,-1.5%,2.3%,39.8µM*,5.7%,?,44.7µM*,?,27.3%
COCCNC(=O)C(c1cccs1)N(Cc1ccccc1)C(=O)Cn1nnc2ccccc21 (centres undefined),-8.8%,-4.7%,-2.6%,22.7%[59 µM],0.4%,77.4%[activator],-2.6%,5.1%,-0.4%

# The final 2 entries of the section before come first, to join the parts:
SMILES,Tb PGK inh,GLS inh,BLM helicase inh,G9a inh,Pin1 inh,HP1b chromo inh,JMJD2A Tudor,BAZ2B block,POLI inh
CCc1ccc2nc(N(CCCN(C)C)C(=O)c3ccc(S(=O)(=O)N4CCCc5ccccc54)cc3)sc2c1,-5.0%,-1.5%,2.3%,39.8µM*,5.7%,?,44.7µM*,?,27.3%
COCCNC(=O)C(c1cccs1)N(Cc1ccccc1)C(=O)Cn1nnc2ccccc21 (centres undefined),-8.8%,-4.7%,-2.6%,22.7%[59 µM],0.4%,77.4%[activator],-2.6%,5.1%,-0.4%
Cn1c(=O)cc(OCC(=O)NCc2ccccn2)c2ccccc21,-0.8%,nt,-9.2%,-8.6%[0.0925 µM],-0.6%,7.5%,-1.1%,11.2%,31.1%[activator]
CC1CCC(C(C)C)C(OC(=O)Cn2c(-c3ccc(F)cc3)[n+](C)c3ccccc32)C1 (centres undefined),4.2%,11.1%,-5.0%,25.1µM*,6.4%,7.4%,-17.8%,10.0%,12.9%
C#CCOCCOCCOCCNc1nc(N2CCN(C(=O)Cn3cc(CCO)nn3)CC2)nc(N2CCN(C(=O)[C@H]([C@@H](C)CC)n3cc(CCCCN)nn3)CC2)n1,-9.9%,10.5%,nt,nt,-2.3%,3.2%,-21.0%,nt,?
O=C1c2ccccc2C(=O)N1CCc1c(-c2ccccc2)[nH]c2ccccc12,-0.6%,10.5%,nt,nt,-2.0%,-18.5%,?,nt,10.5%
CC(=O)c1ccc(Oc2nc3c(c(=O)n(C)c(=O)n3C)n2C)cc1,-4.6%,8.4%,-2.0%,-3.3%,2.9%,14.2%,-8.4%,nt,128.8%[activator]
CCOc1ccc(S(=O)(=O)NCCC(=O)OCC(=O)c2ccc[nH]2)cc1,i,4.7%,-7.1%,1.0%,1.4%,31.9%,-10.4%,nt,21.8%
Cc1csc(=O)n1CC(=O)OCc1nnc(-c2ccccc2)o1,-3.2%,2.4%,nt,4.5%[0.501 µM],2.3%,13.1%,-16.4%,-6.6%,17.6%
O=C(COC(=O)c1ccccc1C(F)(F)F)NC(=O)NCc1ccco1,-1.9%,0.8%,nt,nt,0.4%,-8.0%,-29.3%,nt,-7.1%
CCOc1cc(Br)ccc1S(=O)(=O)N1CC(C)OC(C)C1 (centres undefined),-0.4%,-3.2%,-2.4%,-3.7%[12.7 µM],3.5%,21.3%,31.2%,-1.9%,-20.9%
CN(C)S(=O)(=O)c1ccc(N2CCCC2)c(C(=O)NC2CCC(O)CC2)c1 (centres undefined),5.6%,-7.4%,nt,4.2%,-0.4%,42.1%[activator],-3.4%,7.4%,0.7%
Cc1ccc(NC(=O)NNS(=O)(=O)c2ccc(Br)cc2)cc1,-6.0%,13.7%,-5.6%,10.2%[12.7 µM],0.7%,24.2%,-1.7%,15.0%,5.4%
Brc1ccccc1OCCOc1cccc2cccnc12,1.3%,-3.0%,-1.9%,13.4%[59 µM],-1.6%,38.3%,-3.2%[57.1 µM],2.9%,10.8%
CCN(CC(=O)Nc1cccc(S(=O)(=O)N2CCCC2)c1)CC(=O)Nc1ccccc1OC,-5.8%,0.1%,0.2%,-0.9%,-1.9%,0.4%,-16.8%,-15.1%,52.2%[activator]
O=c1[nH]cnc2c1ccn2C1OC(CO)C(O)C1O (centres undefined),4.1%,-2.2%,nt,nt,-1.8%,48.2%[activator],1.4%,nt,32.1%[activator]
CC1=CC(=C2C(=O)c3ccccc3C2=O)C=C(C)O1,i,9.0%,4.8%,13.0%[12.7 µM],?,-10.1%,-28.5%,-7.8%,16.6%

# Grouped by structure: the compounds so far containing a Cl atom (five)
SMILES,Tb PGK inh,GLS inh,BLM helicase inh,G9a inh,Pin1 inh,HP1b chromo inh,JMJD2A Tudor,BAZ2B block,POLI inh
COCCN(Cc1cc2cc3c(cc2nc1Cl)OCO3)C(=O)c1ccc(C)cc1,0.2%,-3.5%,-14.8%,-24.1%,-1.0%,16.3%,-7.4%,10µM*,-7.8%
CCOC(=O)N1CCc2c(sc3c2c(=O)n(Cc2ccccc2)c(=O)n3Cc2cccc(Cl)c2)C1,i,-4.2%,-7.5%,-31.7%[59 µM],0.3%,24.6%,-9.3%,-28.6%,16.0%
O=C(Cc1c(F)cccc1Cl)Nc1ccccc1-c1ccccc1,3.3%,1.6%,-2.8%,-10.4%,-3.7%,22.5%,-4.1%,-4.9%,-12.1%
O=C(CSc1nnc(CN2CCOCC2)n1-c1ccc(Cl)cc1)Nc1ccc2c(c1)OCO2,7.0%,-1.2%,-3.0%,?,-2.9%,11.7%,-20.9%,-3.3%,1.0%[58.9 µM]
Cc1ccccc1CNC(=O)c1ccc(CS(=O)Cc2ccc(Cl)cc2)o1 (centres undefined),i,-2.8%,-7.4%,-29.0%[59 µM],1.7%,4.8%,-17.9%,-23.3%,20.6%
